Vif-APOBEC3G blk = qHTS for Inhibitors of Vif-A3G Interactions: qHTS | Potency, µM (highest dose often 46.1 µM), for the others: top-dose activity, negative = active, usual class: inhibitors | HeLa A3G-eYFP + Vif (tagged APOBEC3G with the HIV-1 protein that degrades it), YFP fluorescence, overnight | actives 0.076% (n = 410,000) | DNA dC->dU-editing enzyme APOBEC-3G (Homo sapiens), Q9HC16;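 note: % is set by controls: 0 for no effect and ±100 for the full control effect; nearly all actives have a fitted effect of over 60% in size; hits raise eYFP signal because A3G escapes Vif-driven loss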
Target sequence (Q9HC16 whole entry, looked up): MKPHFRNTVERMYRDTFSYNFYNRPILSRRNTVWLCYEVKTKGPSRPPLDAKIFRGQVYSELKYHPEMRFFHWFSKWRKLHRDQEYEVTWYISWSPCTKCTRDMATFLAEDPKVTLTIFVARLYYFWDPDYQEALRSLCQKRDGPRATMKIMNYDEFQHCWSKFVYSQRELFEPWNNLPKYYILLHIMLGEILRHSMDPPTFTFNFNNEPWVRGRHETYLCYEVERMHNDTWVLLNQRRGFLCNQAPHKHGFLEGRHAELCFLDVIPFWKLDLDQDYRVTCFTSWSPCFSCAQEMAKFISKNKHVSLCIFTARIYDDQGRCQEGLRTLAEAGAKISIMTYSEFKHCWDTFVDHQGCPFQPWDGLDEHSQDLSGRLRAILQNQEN
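Read-out is eYFP fluorescence (Ex 488/Em 500-530) from Vif-expressing HeLa A3G-eYFP cells; more signal means A3G escaped Vif-mediated degradation. Cells plated overnight, compound pinned in, incubated overnight at 37 deg C.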
Glioma ERSR ind = qHTS for Inducers of the Endoplasmic Reticulum Stress Response (ERSR) in Human Glioma: qHTS | U87-MG GRP78 promoter luciferase reporter, 16 h | Potency, µM, for the others: at the top dose activation, hits mostly activators | actives 0.02% (n = 420,000) | AID 602332, 2012; note: series mostly up to about 76 µM; % of control where 0% means no effect; nearly all actives have a fitted effect of over 35% in size
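Stably transfected U87-MG human glioma cells carrying a GRP78-based luminescent sensor were seeded at 1000 cells/well, pin-dosed with compounds and incubated 16 h. Luciferase reagent was then added, and end-point luminescence was read after 10 min at room temperature.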
* = called active by the depositor; ? = inconclusive; & = joins results of further samples. Calls come from the whole dose curve; as a rule, active = well fitted curve in the direction sought with a large enough effect; inconclusive = small, poorly fitted or top-dose-only effect, or another doubt; inactive = no such curve, though single readings can be large; an effect the other way counts as inactive or inconclusive. Potency is the fitted concentration of half-maximal effect. A portion of the library (hit frequency here may not be typical).

SMILES	Vif-APOBEC3G blk	Glioma ERSR ind
CCc1ccc2c(c1)NC(=O)C2(C)Cc1ccc(C(F)(F)F)nc1 (stereo unspecified)	-4%	-2%
CC(=O)NC(c1ccccc1)c1nc(-c2cccs2)cs1 (stereo unspecified)	-4%	1%
O=C1c2ccccc2C(=O)N1c1nc(-c2ccc(Cl)cc2)cs1	-1%	0%
COc1cccc(C(O)c2nc(-c3ccc(N(C)C)cc3)cs2)c1 (stereo unspecified)	?	2%
O=C(Nc1ccc2c(c1)OCO2)c1cc(C2CCCCN2C(=O)CCc2ccccc2)on1 (stereo unspecified)	1%	4%
COc1ccc(NC(=O)c2cc(C3CCCCN3C(=O)c3ccc4c(c3)CCO4)on2)c(C)c1 (stereo unspecified)	-2%	-3%
COc1ccc(CNC(=O)[C@@H]2CC=C[C@@H]3CCN(Cc4ccc(OC)c(OC)c4)C(=O)[C@@H]32)cc1	-3%	-2%
COc1cc(NC(=O)C2(C)CCN2C(C)C)cc(OC)c1OC (stereo unspecified)	-2%	-5%
CCOC(=O)C1CCCN(C(=O)c2ccc3c(c2)C(C)(C)CCC3(C)C)CC1 (stereo unspecified)	-17%	2%
CSc1ccccc1-c1cnc(NC(C)=O)cn1	-3%	2%
CCc1nc2ccc(C(=O)Nc3cccc(OCC(=O)N(C)C)c3)cn2c1N(CC)CCOC	-3%	-2%
CCNC(=O)C1CCCN(C(=O)c2cccc(Cl)c2)CC1 (stereo unspecified)	-1%	0%
CCOC(=O)N(C)c1c(CC)nc2c(OCCOc3ccccc3)cccn12	-3%	-3%
C[C@@H]1[C@H](c2ccccc2)OCCS(=O)(=O)N1Cc1ccccc1F	0%	-2%
CCc1ccccc1Oc1nc(NC(C)C)nc2ccsc12	-14%	-1%
CN1CCN(C(=O)c2ccc(-c3cnn(C)c3)c3ccoc23)CC1	1%	-4%
CC1(C(=O)NS(=O)(=O)c2ccc(Cl)cc2)CCN1C(=O)Cc1cc(F)ccc1F (stereo unspecified)	-4%	-3%
CC(=O)C1=CCC(c2ccc(Br)cc2)N(S(=O)(=O)c2ccc(C)cc2)C1 (stereo unspecified)	-15%	-1%
CC(OCc1ccccc1)C(NC(=O)OC(C)(C)C)C(=O)NC1COC2CC(n3ccc(=O)[nH]c3=O)OC12 (stereo unspecified)	2%	-4%
Cc1c(CCO)sc[n+]1CC(=O)c1ccc(F)cc1	-3%	-3%

Five of these compounds, reformatted:
Values run as follows: Vif-APOBEC3G blk, Glioma ERSR ind
COc1ccc(NC(=O)c2cc(C3CCCCN3C(=O)c3ccc4c(c3)CCO4)on2)c(C)c1 (stereo unspecified)
  -2%, -3%
COc1ccc(CNC(=O)[C@@H]2CC=C[C@@H]3CCN(Cc4ccc(OC)c(OC)c4)C(=O)[C@@H]32)cc1
  -3%, -2%
COc1cc(NC(=O)C2(C)CCN2C(C)C)cc(OC)c1OC (stereo unspecified)
  -2%, -5%
CCOC(=O)C1CCCN(C(=O)c2ccc3c(c2)C(C)(C)CCC3(C)C)CC1 (stereo unspecified)
  -17%, 2%
CSc1ccccc1-c1cnc(NC(C)=O)cn1
  -3%, 2%

(continued)
SMILES	Vif-APOBEC3G blk	Glioma ERSR ind
C=CCNc1nc(NCCCN2CCCC2=O)c2sc(-c3ccccc3)cc2n1	?	-5%
CCOC(=O)C1=C[C@@H](C(C)C)N(S(=O)(=O)c2ccc(C)cc2)[C@H]1c1ccc(C(F)(F)F)cc1	-1%	-5%
O=C(Nc1nnc([C@@H]2O[C@H](CO)[C@@H](O)[C@H]2O)s1)Nc1cccc2c1CCCC2	-1%	0%
CC(=O)Nc1cccc(-c2ccnc3c2CC(C(=O)Nc2ccc(F)c(Cl)c2)O3)c1 (stereo unspecified)	-6%	-5%
Cc1ccc(S(=O)(=O)N2C[C@H]3C(=O)C[C@@H](c4ccccc4)N(S(=O)(=O)c4ccc(C)cc4)[C@H]3C[C@H]2c2cccc3ccccc23)cc1	1%	-6%
Nc1c(S(=O)(=O)O)cc(Nc2ccc(Nc3nc(Cl)nc(Nc4ccc(S(=O)(=O)O)cc4)n3)c(S(=O)(=O)O)c2)c2c1C(=O)c1ccccc1C2=O	2%	-6%&-8%
Cn1ncc2cc3c(Nc4ccc(Cl)cc4)cccc3nc21	-2%	-3%
Oc1ccccc1-c1cnc2cccnn12	0%	-1%
O=C(OCc1ccccc1)N1C=CCC[C@@H]1c1c(Cl)cccc1Br	-5%	-3%
CN(C)c1ccc(/C=C/c2sc3ccccc3[n+]2CCCCI)cc1	-11%	-10%
O=C(Nc1ccc(Cl)cc1)c1csc([C@H]2C[C@H](O)[C@@H](CO)O2)n1	0%	-1%
O=C(Nc1ccccc1)c1cc(C2CCCCN2C(=O)CCCc2ccccc2)on1 (stereo unspecified)	-2%	-2%
O=C(NCc1ccccc1)C1(C(F)(F)F)C/C(=C\Cc2ccccc2)CCCO1 (stereo unspecified)	5%	-3%
O=C(NCc1ccccc1)c1cc(C2CCCN(C(=O)C3CCCCC3)C2)on1 (stereo unspecified)	2%	2%
CCCCNC(=O)C1(C)CCN1C(=O)c1ccc(C(F)(F)F)nc1C (stereo unspecified)	-1%	-5%
CC(c1ccccc1)n1c(-c2ccccc2)n[nH]c1=S (stereo unspecified)	-3%	-2%
COCCNC(=O)C1(C)CCN(C(=O)c2ccc3c(c2)C(C)(C)CCC3(C)C)C1 (stereo unspecified)	3%	-3%
O=C(O)c1ccc(-c2nn3c(=O)cc(N4CCNCC4)nc3s2)cc1	3%	-4%
COc1ccc(Cc2c(-c3ccc(C)cc3)nc3ccc(Cl)cn23)c(C)c1	-13%	3%
CC1(C(=O)Nc2ccc3nc[nH]c3c2)CCN1C(=O)C/C=C/c1ccccc1 (stereo unspecified)	-1%	-1%
CCOC(=O)C1(C)CCCN(C(=O)c2cc(C#N)cs2)C1 (stereo unspecified)	-1%	-2%
COc1cccc(C(O)c2ncc(-c3ccccc3)[nH]2)c1 (stereo unspecified)	-3%	1%
CCOC1=C2[C@H](c3ccccc3Cl)N(S(=O)(=O)c3ccc(C)cc3)C[C@H]2C(C#N)(C#N)C(C#N)(C#N)C1	?	-12%
O=[N+]([O-])c1ccc(C=Nc2ccccc2)cc1	3%	-3%
CC(=O)Nc1cc(-c2ccc(N3CCN(C)CC3)cc2)cn2c(-c3cccc(C(=O)N(C)C)c3)cnc12	0%	1%
CN(Cc1ccccc1)c1ccc(C=O)cc1	0%	-3%
CCNc1nc(NCC)nc(-n2cc(C(=O)c3cc(Cl)ccc3O)cn2)n1	-2%	-4%
COC(=O)c1ccc2nc(-c3ccc(C)cc3)c(CC3CCCCC3)n2c1	-18%	-3%
C=C[C@H](CC(C)C)N(Cc1ccccc1)S(=O)(=O)N(Cc1ccccc1)[C@H](C=C)CC(C)C	1%	-4%
CCNC(=O)C1(C)CCCN(C(=O)c2ccc(C(F)(F)F)nc2C)C1 (stereo unspecified)	-3%	-2%

Whole records, quoted from the list.
`COc1cccc(C(O)c2ncc(-c3ccccc3)[nH]2)c1` (stereo unspecified) is listed with Vif-APOBEC3G blk = -3%; Glioma ERSR ind = 1%
`CCNc1nc(NCC)nc(-n2cc(C(=O)c3cc(Cl)ccc3O)cn2)n1` is listed with Vif-APOBEC3G blk = -2%; Glioma ERSR ind = -4%

The list continues.
SMILES	Vif-APOBEC3G blk	Glioma ERSR ind
COCCNC(=O)C1CCCN(C(=O)c2ccc(F)c(C)c2)CC1 (stereo unspecified)	0%	6%
CCc1nc2c(OCC(=O)C(C)(C)C)cccn2c1N(C)C(=O)CC(C)C	-3%	-4%
CCc1nc2ccc(C(=O)N3CCN(S(=O)(=O)CC)CC3)cn2c1N(CCC(C)C)CCN(C)C	-16%	2%
CCCNC(=O)C1(C)CCN(C(=O)c2cc(F)cc(F)c2)C1 (stereo unspecified)	2%	-3%
OC(c1ccc2ccccc2c1)c1ncc(-c2cccc3ccccc23)[nH]1 (stereo unspecified)	-4%	-4%
COc1ccc(NC(=O)c2ccc(-c3c(C)noc3C)c3ccoc23)cc1	-18%	8%
CC(C)Oc1cc(F)ccc1-c1cc(C(=O)NCc2cccnc2)[nH]n1	-10%	-5%
CC1(C(=O)Nc2ccc3c(c2)OCCO3)CCN1C(=O)C1(c2ccc(Cl)cc2)CCC1 (stereo unspecified)	-4%	-2%
COc1ccccc1-c1cccc2nccn12	0%	-3%
CC1(C(=O)NCc2cccs2)CCN1C(=O)Cc1cccc2ccccc12 (stereo unspecified)	-3%	-3%
CC(=O)Nc1ccc(CN2C(=O)C(CCc3ccccc3)ON=C2c2cnccn2)cc1 (stereo unspecified)	-4%	8%
CCCS(=O)(=O)NC(=O)C1(C)CCCN(C(=O)c2cc(OC)ccc2Br)C1 (stereo unspecified)	-1%	-3%
COc1ccc(CNC(=O)C2Cc3c(-c4cccc(F)c4)ccnc3O2)cc1OC (stereo unspecified)	-2%	-4%
C[S+](C)CC(=O)c1ccc2ccccc2c1	-2%	-1%
CC1(C(=O)NS(=O)(=O)c2cccc(C#N)c2)CCN1C(=O)c1ccccc1 (stereo unspecified)	-2%	-3%
O=C(c1cc(C2CCCCN2S(=O)(=O)Cc2ccccc2)on1)N1CCOCC1 (stereo unspecified)	-5%	-2%
O=C(CC[C@H]1O[C@@H](n2ccc(=O)[nH]c2=O)[C@H](O)[C@@H]1O)N[C@H](Cc1ccccc1)C(=O)NCC1CCCCC1	3%	-5%
O=C(Nc1nc([C@@H]2O[C@H](CO)[C@@H](O)[C@H](O)[C@H]2O)cs1)NC(c1ccccc1)c1ccccc1	-4%	9%
Cc1ccc(CN2C(=O)C(F)(F)Oc3ccc(C)cc32)cc1	-7%	-3%
CC(=O)Nc1cccc(Oc2nc(NCC3CC3)nc3ccsc23)c1	-5%	-2%
COc1ccccc1-c1nn2c(-c3cc(-c4ccccc4)n[nH]3)nnc2s1	0%	-5%
CC(C)NC(=O)c1cc(C2CCCCN2C(=O)c2ccc(C(C)C)cc2)on1 (stereo unspecified)	-1%	-3%
OC(c1ccc(F)cc1)c1nc(-c2cc3ccccc3o2)cs1 (stereo unspecified)	-11%	5%
CCCCNC(=O)c1nc(C2CCN(S(=O)(=O)c3cccc(C(F)(F)F)c3)CC2)oc1-c1cccc(C(F)(F)F)c1	0%	-3%
OC[C@@H]1CN(Cc2ccc(-c3ccccc3)cc2)C[C@H](n2cnc3c(NC4CCC4)ncnc32)O1	-3%	-2%
CC(=O)Nc1cccc(-c2csc(C(O)c3cccc(Cl)c3)n2)c1 (stereo unspecified)	-10%	3%
O=C(Nc1ccccc1)Nc1nnc([C@@H]2C[C@H](O)[C@@H](CO)O2)s1	-3%	-3%
COc1ccc(Cl)cc1Cn1c(C)c(C(=O)NCc2ccc(C#N)cc2)sc1=O	2%	-1%
COC(=O)[C@H](CC(C)C)NC(=O)CC[C@H]1O[C@@H](n2ccc(=O)[nH]c2=O)[C@H](O)[C@@H]1O	3%	-4%
Nc1nc2c(ncn2[C@@H]2O[C@H](CNCc3ccccc3)[C@@H](O)[C@H]2O)c(=O)[nH]1	0%	-3%
Cc1ccc(S(=O)(=O)NC(=O)C2(C)CCN2C(=O)CC2CCCCC2)nc1 (stereo unspecified)	2%	-2%
O=C(/C=C/[C@H]1O[C@@H](n2ccc(=O)[nH]c2=O)[C@H](O)[C@@H]1O)NCCc1c[nH]c2ccccc12	-2%	-4%
Cc1c(C(=O)NCc2cccc(Cl)c2)sc(=O)n1Cc1cccc(F)c1	-3%	?
CN(c1ccccc1)c1nc(C#N)nc(N2CCOCC2)n1	-1%	-2%
COc1ccc(OC)c(NS(=O)(=O)c2ccccc2)c1	-4%	-1%
C(CCN1CCOCC1)CN1CCOCC1	3%	4%
O=C(COC(=O)c1ccccc1OCc1cccc(Br)c1)Nc1ccc(Br)cc1	-2%	-4%
Cn1c(N)nc(N)c(NC=O)c1=O	1%	1%
CCOc1cccc(C2C=C(c3ccc4c(c3)OCO4)NC(c3cccc(Br)c3)N2)c1O (stereo unspecified)	-17%	?
O=C1c2ccccc2C(c2nc3ccccc3[nH]2)N1c1ccccc1 (stereo unspecified)	-5%	-3%
CC(C)(C)c1ccc(C(=O)N2CCC2(C)C(=O)Nc2cnc3ccccc3c2)cc1 (stereo unspecified)	1%	-4%
CCC(=O)N1CCCC(C)(C(=O)Nc2ccc(OC)c(F)c2)C1 (stereo unspecified)	-1%	-1%
COc1ccc(NC(=O)C2(C)CCN2C(=O)c2ccc(C(C)(C)C)cc2)cc1OC (stereo unspecified)	1%	-2%
